# Screens deposited in PubChem by National Center for Advancing Translational Sciences (NCATS).
# CBFb-RUNX1 inh: CBF-beta/RUNX1 interaction disruption. Potency, µM (series often up to 59.8 µM), inactives show at the highest dose activity, negative = inhibition, most hits filed as inhibitors. 230,000 tested, under 10 active. AlphaScreen CBFb-His/RUNX1-biotin binding, biochemical. AID 1477. Q01196+Q13951; further: % of control where 0% means no effect
# Target sequence (Q01196 whole entry, looked up): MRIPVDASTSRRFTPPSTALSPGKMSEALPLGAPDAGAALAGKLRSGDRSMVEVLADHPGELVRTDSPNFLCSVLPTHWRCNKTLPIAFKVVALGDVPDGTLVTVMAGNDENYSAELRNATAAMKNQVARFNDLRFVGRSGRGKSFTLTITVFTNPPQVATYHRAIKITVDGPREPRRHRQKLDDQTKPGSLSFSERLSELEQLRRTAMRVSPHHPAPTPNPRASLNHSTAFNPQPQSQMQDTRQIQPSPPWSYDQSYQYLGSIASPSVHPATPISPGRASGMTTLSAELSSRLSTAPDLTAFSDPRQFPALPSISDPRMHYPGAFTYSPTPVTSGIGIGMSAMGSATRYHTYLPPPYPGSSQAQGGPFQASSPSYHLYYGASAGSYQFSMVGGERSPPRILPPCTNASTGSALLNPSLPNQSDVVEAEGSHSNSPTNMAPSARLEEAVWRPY
# Target sequence (Q13951 whole entry, looked up): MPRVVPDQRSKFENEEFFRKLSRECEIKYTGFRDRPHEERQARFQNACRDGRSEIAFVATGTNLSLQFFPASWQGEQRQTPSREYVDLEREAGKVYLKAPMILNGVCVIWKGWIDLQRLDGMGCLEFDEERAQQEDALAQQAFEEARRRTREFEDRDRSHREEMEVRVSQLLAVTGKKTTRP
#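 AlphaScreen proximity signal reports loss of binding between His-tagged CBF-beta and biotin-labelled RUNX1, each at 30 nM. Proteins are pre-associated for 20 minutes, compounds added for 15 minutes, then beads for 90 minutes, all at ambient temperature.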
# LMNA splice mod: LMNA splicing modulation. HeLa LMNA splicing GFP/RFP minigene ratio, 48 h. Potency, µM (top dose mostly 46.1 µM), for the others: at the top dose ratio change, negative = inhibition, hits mostly inhibitors. 200,000 tested, 0.01% active. AID 1487; active means well fitted inhibition curve with a large enough effect in the signal ratio, with a control signal flat, not every such curve was filed as active; inconclusive means small, poorly fitted or top-dose-only effect, or effect the other way, or a change in a side signal; the % refers to the signal ratio; further: potency means the concentration at half of the fitted maximal effect; on the % scale 0 is the no-effect control and ±100 the full control effect
#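 S3 HeLa cells stably expressing lamin A-EGFP splicing minigene plus DsRed2, 600 cells/well, 48 h compound exposure at 37C. Laser-scanning cytometry; analysed as GFP (500-530 nm)/RFP (575-640 nm) total intensity ratio; 0.5% DMSO vehicle.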
# GAA glycogen mod: inhibitors or activators of human alpha-glucosidase glycogen cleavage; P10253; recombinant GAA, glycogen substrate, Amplex Red glucose oxidase fluorescence; Potency, µM (highest dose often 76.4 µM), for inactives: at the highest dose activity change, negative = inhibition, most hits filed as inhibitors; 300,000 tested, 0.38% active;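 further: potency means the concentration at half of the fitted maximal effect; 0% = full enzyme reaction and -100% = no-enzyme basal signal; the screen sought inhibitors and activators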
#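 Recombinant human alpha-glucosidase (4 nM final) hydrolysed bovine liver glycogen (30 ug) for 40 min at 37 C in pH 5.0 citrate/phosphate with 0.01% Tween-20. Released glucose detected by glucose oxidase/Amplex Red, Ex 573/Em 610 nm. Compounds up to 77 uM; AC50 from Hill fits.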
# HTT ATP protect: protects HTT-Q103 PC12 cells, measured by ATP; PC12 HTT-Q103 induced, cytoprotection, ATP luminescence, 40 h; Potency, µM (highest dose often 56.4 µM), inactives show cytoprotection (ATP increase), actives largely listed as activators; 230,000 tested, 0.14% active; AID 1471;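 further: potency means the concentration at half of the fitted maximal effect; % of control where 0% means no effect; nearly all actives have a fitted effect of over 45% in size; toxic huntingtin expression switched on by the ecdysone agonist tebufenozide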
#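 PC12 cells stably carrying ecdysone-inducible Htt exon 1 (Q103)–GFP were induced with 100 nM tebufenozide (final) alongside library compounds in a dose series. Cytoprotection was scored as retained ATP by ATPlite luminescence.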
# GAA inh: blocks human lysosomal alpha-glucosidase. P10253. purified human GAA, 4-MU-alpha-glucoside fluorescence. Potency, µM (series often up to 76.9 µM), inactives show at the top dose activity change, negative = inhibition, actives largely listed as inhibitors. 200,000 tested, 0.005% active;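 further: potency means the concentration at half of the fitted maximal effect; plate controls were uninhibited enzyme wells for no effect and no-enzyme background for full effect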
#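 Fluorogenic assay: 4 nM human alpha-glucosidase with 400 uM 4-methylumbelliferyl-alpha-D-pyranoside in 50 mM citrate/phosphate, 0.005% Tween-20, pH 5.0, 20 min at room temperature. Compounds tested up to 77 uM; AC50 from Hill fits.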
# aGlu spleen mod: lysosomal alpha-glucosidase (human) modulation | P10253 | human spleen homogenate, 4-MU-alpha-glucoside fluorescence | Potency, µM (top dose mostly 79.9 µM), for the others: at the highest dose activity change, negative = inhibition, hits mostly inhibitors | 240,000 tested, 0.006% active | AID 2112;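 further: potency means the concentration at half of the fitted maximal effect; 0% = enzyme with vehicle and -100% = no enzyme basal signal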
#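 Enzyme source: human spleen homogenate, 1 ug/well. Buffer 50 mM citric acid/K phosphate pH 5.0, 0.01% Tween-20. 4-MU-alpha-glucoside 1 mM; 37 C x 40 min; NaOH/glycine stop; fluorescence.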
# HTT aggregate: mutant huntingtin aggregation inhibition; PC12 HttQ103-GFP aggregates, Acumen cytometry, 40 h; AID 1688; Potency, µM (titrated, usually from 46.1 µM), without a hit: top-dose activity change, negative = inhibition, actives largely listed as inhibitors; 220,000 tested, 1.1% active; further: potency means the concentration at half of the fitted maximal effect; on the % scale 0 is the no-effect control and ±100 the full control effect; nearly all actives have a fitted effect of over 60% in size
#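 Quantitative HTS on tebufenozide-induced (100 nM) PC12 cells stably expressing polyQ103 Huntingtin exon 1–GFP. Reduction of bright GFP aggregates, detected by laser scanning cytometry after lysis, identified actives across the titration.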
# Starred values were filed as active, the others as inactive; ? = inconclusive; · = no result given; & = joins results of further samples; [ ] = remark or other dose. Unless noted, the call rests on the fitted dose curve; in most records, active means well fitted curve in the direction sought with a large enough effect; inconclusive means small, poorly fitted or top-dose-only effect, or another doubt; inactive means no such curve, though single readings can be large; an effect the other way counts as inactive or inconclusive.
no.	smiles	CBFb-RUNX1 inh	LMNA splice mod	GAA glycogen mod	HTT ATP protect	GAA inh	aGlu spleen mod	HTT aggregate
1	O=C(COn1nnc2ccc(S(=O)(=O)N3CCOCC3)cc21)Nc1c(F)c(F)c(F)c(F)c1F	-6%	?	2%	-12%	-4%	0%	16%
2	O=C(CCCc1ccccc1)Nc1ccccn1	-1%	-13%[9.22 µM]	-7%	-6%	?	1%	1%[9.22 µM]
3	COc1ccc(-c2csc3nc(-c4cccnc4)nc(Cl)c23)cc1OC	-2%	?	-6%	-8%[10 µM]	2%	11%	11%
4	CN=c1scc(-c2ccco2)n1/N=C/c1ccc(O)c(O)c1	-28%	22%[46 µM]	5.6µM*	-237%[inhibitor]	-11%	-5%	8.9µM*
5	Cc1ccc(-c2ccccc2NC(=O)CCl)o1	-2%	-3%	-7%	-8%	0%	-3%	-15%
6	O=C1OC(/C(=C\Nc2cc(Cl)ccc2O)[N+](=O)[O-])c2ccccc21 (stereo not drawn)	12%	-10%[9.22 µM]	?	?	-8%	·	-1%[9.22 µM]
7	Cc1nn(-c2ccccc2)c(C)c1N	-4%	4%[46 µM]	-21%	6%	-8%	1%	-5%
8	COc1ccc(Cl)c2c1[nH]c1nc(SCc3cccnc3)nnc12	-9%	-2%[46 µM]	2%	-23%	-2%	-1%	0%
9	COc1ccccc1C(=O)Nc1ccon1	-1%	6%	8%	-5%	-6%	-4%	-20%
10	Cc1cccc(NC(=O)CSc2cc(C)c(C#N)c3nc4ccccc4n23)c1	7%	·	4%	-9%[10 µM]	·	3%	2%[9.22 µM]
11	CC1=C(C(=O)Nc2ccccn2)C(c2cn(C)nc2C)C2=C(CCCC2=O)N1 (stereo not drawn)	-6%	·	-25%	0%	?	-3%	?
12	CCOC(=O)CC1C(=O)NCCN1S(=O)(=O)c1ccc(OC)cc1 (stereo not drawn)	1%	-11%[46 µM]	-14%	-16%	2%	-11%	4%
13	Cc1c(N)cc[n+](CC(=O)c2ccccc2)c1C	3%	9%[46 µM]	0%	29%[10 µM]	5%	0%	13%[9.22 µM]
14	COc1ccc2c(c1)O[C@H](c1ccc3c(c1)OCO3)[C@@H](OC(=O)Nc1ccc(C)c(Br)c1)C2=O	5%	·	·	-4%	·	3%	·
15	Cc1ccc(NC(=O)Cn2c(=O)n(Cc3ccco3)c(=O)c3ccccc32)c(C)c1	-4%	-5%	2%[76.3 µM]	2%	0%	-5%	14%
16	CCCOc1ccc(C(=O)Nc2ccc(N3CCN(C(C)=O)CC3)cc2)cc1	1%	-9%	6%	0%[10 µM]	3%	-5%	15%
17	Cc1nn(CCCC(=O)Nc2cccnc2)c(C)c1[N+](=O)[O-]	0%	5%[46 µM]	4%	-10%	-9%	4%	5%
18	Cc1cc(O)c(C(C)C)cc1N=C1CSC(=O)N1	3%	-2%	18µM*	-33%	5%	8%	9%
19	N#CCN1CCC(c2cc(-c3ccco3)n[nH]2)CC1	-3%	-5%[46 µM]	-5%	-29%	-4%	8%	-8%
20	CCOC(=O)c1oc2ccc(CNC3CCCCC3)c(Cl)c2c1C	-4%	5%	3%	38%[10 µM]	-12%	7%	-2%
21	COc1ccc(NC(=S)N2CCOCC2)c(OC)c1	-1%	-1%	-3%	·	14%	-4%	-8%
22	COc1ccccc1C(=O)NC(=S)Nc1ccc(NC(=O)c2cccs2)cc1	-1%	8%	-4%	·	0%	1%	3%
23	Cn1c(C(=O)OC(C(=O)NCC2CCCO2)c2cccnc2)cc2sccc21 (stereo not drawn)	-3%	·	8%	-5%[10 µM]	?	-4%	2%[9.22 µM]
24	Nc1cccc(/C=C/c2ccncc2)c1	10%	·	-7%	8%[10 µM]	·	3%	-1%[9.22 µM]
25	CCOC(=O)N1CCC(NC(=O)c2cc(C(=O)NCc3cccc(Cl)c3)ccc2CO)CC1	-3%	?	-3%	24%	3%	0%	-8%[9.22 µM]
26	CCN(CC)CCC(c1cc(OC)c(OC)c(OC)c1)c1c(OC)cc(OC)c2ccc(=O)oc12 (stereo not drawn)	7%&12%	·	-1%	8%[10 µM]	·	3%&-1%	-4%[9.22 µM]
27	COc1cccc(-c2cc3nc4c(c(NCC(C)(C)CN(C)C)n3n2)CCCC4)c1	2%	?	-4%	16%[10 µM]	14%	0%	-23%[9.22 µM]
28	CC(C)NC(=O)[C@H](CSCc1ccccc1)N1Cc2ccccc2C1=O	2%[2.36 µM]	3%	0%	·	-1%	-6%	13%
29	Cc1c(NC(=O)C(C)OC(=O)CC2Sc3ccccc3NC2=O)c(=O)n(-c2ccccc2)n1C (stereo not drawn)	8%	-4%	5%	-11%	-9%	-4%	-7%
30	NCCCC[C@@H](C(=O)N1CCNCC1)n1cc([C@@H](N)CO)nn1	7%	·	4%	5%[10 µM]	·	1%	-6%[9.22 µM]
31	Cc1cc(C)nc(NS(=O)(=O)c2ccc(NC(=O)c3ccc(N4C(=O)CCC4=O)cc3)cc2)n1	2%	3%	9%	-1%[10 µM]	-6%	-1%	25%
32	O=C(NCC(=O)N(c1cccnc1)C(C(=O)NC1CCCC1)c1cccs1)c1cccs1 (stereo not drawn)	2%	16%[46 µM]	-9%	14%[10 µM]	?	-1%	5%[9.22 µM]
33	C[C@H]1COC(=O)[C@H](Cc2ccccc2)NC(=O)[C@@H](C)COC(=O)[C@H](Cc2ccccc2)NC1=O	21%[13.1 µM]	·	·	?	·	5%[17.4 µM]	·
34	Cc1cccc(OCC(=O)NCC(=O)N/N=C/c2ccc(O)cc2O)c1	-13%	·	-7%	22%[10 µM]	·	-5%	8%[9.22 µM]
35	CC1CN(C(=O)c2ccccc2Oc2ccccc2)CC(C)O1 (stereo not drawn)	6%	4%[46 µM]	-12%	12%[10 µM]	4%	1%	-4%[9.22 µM]
36	COc1ccc2nc(SCC(=O)NC(C)C)[nH]c2c1	2%	5%	4%	26%[1.9 µM]	1%	-3%	3%
37	CCOc1ccc(-c2nnn(CC(=O)c3ccc4c(c3)OCCO4)n2)cc1	-8%	?	-18%	-13%	-10%	7%	-6%
38	CC(C)N(C(=O)CSc1nc2ccccc2n1Cc1ccc(F)cc1)C(C)C	6%	?	-6%	-15%[10 µM]	-13%	-3%	-19%
39	CCn1c(=O)cc(OCC(=O)NCCc2ccc(OC)c(OC)c2)c2ccccc21	10%	-10%[46 µM]	5%	-7%	0%	·	?
40	COc1ccc(C)cc1NC(=O)CN1CCN(c2ccccc2F)CC1	7%	?	4%	3%	?	-3%	11%
41	Cc1cccc(OCC(=O)N2CCN(C(=O)Cc3ccccc3)CC2)c1	9%	13%	3%	8%	1%	-7%	-10%
42	CCOC(=O)c1ccc(NC(=O)C2=C(C)Nc3nc(CCCO)nn3C2c2cccc(C)c2)cc1 (stereo not drawn)	-2%	6%	-5%	-5%	-5%	-16%	22%
43	Cc1ccc(C(=O)C(OC(=O)COc2ccccc2C)c2ccccc2)cc1 (stereo not drawn)	26%	5%	-10%	-20%	-5%	-5%	-2%
44	O=C(COc1c(Cl)cc(Cl)cc1Cl)c1ccc(Cl)cc1	3%	7%	9%	2%[10 µM]	1%	2%	11%
45	CNS(=O)(=O)c1ccc(C)c(S(=O)(=O)NC)c1	-6%	?	-8%	·	-12%	3%	5%
46	O=C1CC(c2cccs2)c2cc3c(cc2N1)OCO3 (stereo not drawn)	-8%	9%	9%	-4%[10 µM]	7%	-5%	-3%
47	O=C(NN1C(=O)C2C3C=CC(C4CC34)C2C1=O)c1ccc(Br)cc1 (stereo not drawn)	3%	-2%[46 µM]	19%	10%[10 µM]	?	2%	14%[9.22 µM]
48	O=C1CSC(=S)N1CC1CCCO1 (stereo not drawn)	-20%	5%	-29%	21%	-9%	-3%	13%
49	CC1CCc2sc(-c3n[nH]c(=S)o3)cc2C1 (stereo not drawn)	16%	-6%[46 µM]	2%	-103%[inhibitor]	13%	1%	-24%
50	CC(=O)NC(CC(=O)Nc1ccc(S(=O)(=O)N2CCCCC2)cc1)c1ccccc1 (stereo not drawn)	2%	-6%	-6%	3%	-11%	-8%	-16%

# Next part.
no.	smiles	CBFb-RUNX1 inh	LMNA splice mod	GAA glycogen mod	HTT ATP protect	GAA inh	aGlu spleen mod	HTT aggregate
51	O=C(CCN1CCN(c2ccccc2)CC1)NNC(=S)Nc1ccccc1	7%	23%[46 µM]	7%	-10%	10%	-2%	-8%
52	Nn1c(Cc2ccccc2F)nnc1SCC(=O)N1CC(=O)Nc2ccccc21	-9%	-19%	6%	6%[10 µM]	-33%	-2%	4%
53	COc1ccc(CCNC(=O)c2nc(-c3cccs3)no2)cc1OC	12%	?	-9%	·	-4%	2%	?
54	COc1ccc(C2CC(c3ccccc3)=NN2C(=O)CN2N=NC3C(=O)N(c4cccc(F)c4)C(=O)C32)cc1 (stereo not drawn)	-4%	-5%	-3%	-13%[10 µM]	3%	-25%	27%
55	CCOCc1nnc(NC(=O)c2cc(OC)c(OC)cc2[N+](=O)[O-])s1	3%	-13%[46 µM]	0%	17%[10 µM]	-1%	3%	14%
56	CC1CCc2c(sc3ncn(CCO)c(=O)c23)C1 (stereo not drawn)	-5%	15%[46 µM]	18%	-29%	?	0%	11%
57	CN(C)CCCO[C@H]1[C@@H]2OC(C)(C)O[C@@H]2O[C@@H]1[C@H](O)CO	-2%[21.7 µM]	?	·	?	·	7%[29.1 µM]	·
58	Cn1c(SCC(=O)Nc2ccc3nc(SCC(=O)NC4CC4)sc3c2)nnc1-c1ccccc1	6%	-12%	8%	-2%[10 µM]	-6%	-6%	-1%
59	COC(=O)N/N=C/c1c(C)nn(-c2cccc(Cl)c2)c1Cl	2%	-26%	6%	-41%[10 µM]	3%	3%	6%
60	CCn1c(C)c2c([n+]1CC)CC(C)(C)CC2=O	-3%	3%	8%	-13%	-4%	-10%	3%
61	C#CCOCCOCCOCCNc1nc(N2CCN(C(=O)[C@H]([C@@H](C)CC)n3cc([C@@H](N)CO)nn3)CC2)nc(N2CCN(C(=O)[C@H]([C@@H](C)CC)n3cc([C@@H](N)CO)nn3)CC2)n1	-3%	·	6%	10%[10 µM]	·	1%	1%[9.22 µM]
